Compound activity (PubChem)
S100A4 MyoIIA – S100A4-myosin IIA interaction inhibition. P26447. S100A4/TAMRA-MyoIIA peptide fluorescence polarization. inhibition, % at 10.7 µM. 360,000 compounds, 0.14% hits. AID 652163;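 active = mean inhibition of at least 70% across replicates, with every replicate also reaching that level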
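assay system = human S100A4 monomer with TAMRA-labelled myosin IIA peptide | also added = labelled myosin peptide probe, 5 nM | incubation = 5 min between mix addition and reading | control set = DMSO and TFP controls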
XiGFP reactiv – activators of X-chromosome reactivation in mouse fibroblasts | XiGFP mouse fibroblasts, % GFP-positive cells imaging, 3 d; cells co-treated with 5-aza-dC sensitizer; scaled so ellipticine positive control = 100% | activation, % at 7.58 µM | 360,000 compounds, 0.055% hits | AID 743238;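 active = mean normalized replicate activation at least 10% and every replicate at or above 10%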;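 note: 0% = median of on-plate neutral control wells and 100% = ellipticine 6 µM median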
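System: XiGFP fibroblasts, SV40-immortalized. Medium: DMEM plus 5-aza-dC sensitizer. Doses: single point. Timing: 3 d treatment, 15 min room-temperature fixation. Control set: ellipticine 6 µM.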
RAD54 branch – inhibitors of human RAD54 branch migration; Q92698; RAD54 Holliday junction branch migration, FAM/BHQ fluorescence; inhibition, % at 10.4 µM; 360,000 compounds, 0.14% hits;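 active = mean normalized replicate activity at least 40 and at least half of replicates scoring 40 or more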;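 note: 0% = median of neutral control wells and 100% = median of positive control wells; inhibitors cause a drop in the FAM fluorescence signal; in these data hits start at about 50%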
E-sel inducer – induces E-selectin expression in human endothelial cells | 260,000 compounds, 0.37% hits | AID 686992 | activation, % at 7.58 µM | P16581 | HUVEC E-selectin immunofluorescence imaging; normalized: neutral wells 0, TNF-alpha wells 100;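 active = mean E-selectin-positive cell signal at least 10% of the positive control, reached in at least 60% of replicates, without over 20% cell loss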;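 note: in these data hits start at about 27%; measured in HUVEC primary endothelial cells; signal is the percent of cells scored E-selectin positive by PE staining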
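Read-out: % PE-positive cells | Test system: HUVEC | Doses: One compound dose added by pin transfer | Buffer or medium: EGM-2 over gelatin coat | Signal: Immunofluorescence imaging | Benchmarks: TNF-alpha, DMSO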
ERp5 block – ERp5 (human) disulfide isomerase inhibition; Q15084; 350,000 compounds, 0.05% hits; ERp5 insulin aggregation, absorbance 650 nm, 90 min; inhibition, % at 9.99 µM;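 active = mean replicate inhibition above about 25%, with every replicate also reaching it, limit read from the data, passing the limit was not always enough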
RAD52 inh – blocks human RAD52 DNA annealing | P43351 | recombinant RAD52 DNA annealing, FRET fluorescence | 360,000 compounds, 0.46% hits | inhibition, % at 18.7 µM;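 active = every replicate showing at least 50% inhibition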
esBAF inh – blocks esBAF chromatin remodeling in mouse ES cells; Bmi1-luciferase knock-in reporter, 24 h; 100% = twice the neutral-well signal; reporter increase, % at 12.5 µM; 350,000 compounds, 2% hits; in the data active = activation above about 40%;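 note: 0% = median of the plate's neutral control wells and 100% = double that signal; a rise in the Bmi1 reporter signal indicates esBAF inhibition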
ERAP1 HTS inh – inhibitors of human ERAP1 aminopeptidase; Q9NZ08; recombinant ERAP1, Leu-AMC fluorescence, 60 min; inhibition, % at 10.7 µM; 340,000 compounds, 0.15% hits;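 active = mean replicate inhibition of at least 30%, or all replicates individually reaching that 30% level; inactive = mean below 30% and not every replicate reaching it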;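 note: 0% = neutral control wells and 100% = L-leucinethiol positive control wells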
Target sequence (Q9NZ08 whole entry, looked up): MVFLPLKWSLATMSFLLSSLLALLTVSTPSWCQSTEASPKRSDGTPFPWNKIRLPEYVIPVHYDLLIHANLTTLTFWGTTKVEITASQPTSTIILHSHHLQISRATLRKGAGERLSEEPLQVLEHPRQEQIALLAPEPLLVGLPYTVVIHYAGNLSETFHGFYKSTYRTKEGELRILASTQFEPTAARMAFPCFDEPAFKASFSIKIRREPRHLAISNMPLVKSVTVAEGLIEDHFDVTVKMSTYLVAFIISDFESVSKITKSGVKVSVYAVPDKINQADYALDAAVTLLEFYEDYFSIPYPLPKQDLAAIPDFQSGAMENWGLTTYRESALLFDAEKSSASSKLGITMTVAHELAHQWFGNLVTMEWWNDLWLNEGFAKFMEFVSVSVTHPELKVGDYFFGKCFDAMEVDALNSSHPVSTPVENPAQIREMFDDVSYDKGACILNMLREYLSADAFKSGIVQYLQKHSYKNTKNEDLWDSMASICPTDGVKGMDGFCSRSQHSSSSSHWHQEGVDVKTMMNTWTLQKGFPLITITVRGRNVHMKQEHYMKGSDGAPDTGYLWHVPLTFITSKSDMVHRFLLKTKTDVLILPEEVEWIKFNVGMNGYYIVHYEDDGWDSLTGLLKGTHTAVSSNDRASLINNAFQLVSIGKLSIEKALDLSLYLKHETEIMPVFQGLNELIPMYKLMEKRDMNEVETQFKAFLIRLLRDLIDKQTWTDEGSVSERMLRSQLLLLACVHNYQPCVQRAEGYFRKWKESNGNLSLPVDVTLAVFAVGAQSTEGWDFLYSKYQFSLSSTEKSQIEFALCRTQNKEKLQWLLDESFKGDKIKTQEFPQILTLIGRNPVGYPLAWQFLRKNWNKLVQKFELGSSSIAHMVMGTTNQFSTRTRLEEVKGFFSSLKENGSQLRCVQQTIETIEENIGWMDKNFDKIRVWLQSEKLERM
Starred values were filed as active, the others as inactive; . = no result given. Rows are unselected, and some 2.5% of all compounds hit somewhere here.

SMILES,S100A4 MyoIIA,XiGFP reactiv,RAD54 branch,E-sel inducer,ERp5 block,RAD52 inh,esBAF inh,ERAP1 HTS inh
CCc1ccccc1NC(=O)Nc1ccc2c(c1)OCO2,-9,0.0,.,.,6,-9,21,-2
COc1ccc(OC)c(NC(=O)CS(=O)(=O)c2cn(CC(=O)N3CCOCC3)c3ccccc23)c1,7,-0.1,0,.,-4,-126,2,1
COc1ccc(NC(=S)N2CCC3CC2c2c(Cl)cccc23)c(OC)c1 (configuration not stated),-8,0.0,7,.,-3,1,-6,-2
CCOC(=O)C1=C(O)C(=O)C(C(=O)OCC)C1 (configuration not stated),12,0.1,.,-0.3,7,-14,-4,3
COc1ccc(-n2c(Cc3cc(=O)[nH]c(=O)[nH]3)nnc2SCC(=O)NC2CCCC2)cc1,1,0.0,4,1.3,-1,-23,-2,0
O=C(NCc1cccc(Cl)c1)C1CCC(=O)N(CC2CCCCC2)C1 (configuration not stated),-12,-0.1,2,-0.2,6,-13,0,0
C[C@@H]1CN([C@@H](C)CO)C(=O)c2cc(NC(=O)Nc3ccc(C(F)(F)F)cc3)ccc2O[C@H]1CN(C)C(=O)Nc1ccccc1,1,-1.1,-4,-0.2,-4,8,-6,3
COc1cccc(CNC(=O)C[C@@H]2CC[C@@H]3[C@@H](COc4ccc(NC(=O)c5cccs5)cc4C(=O)N3C)O2)c1,-35,0.0,-3,0.1,0,10,-2,0
O=C(COC(=O)C1CC1)Nc1ncc(Cl)cc1Cl,6,-0.1,.,0.5,-3,-72,-3,5
COc1ccc(C(=O)N2CCNC(=O)C2CC(=O)Nc2cccc(Cl)c2Cl)cc1 (configuration not stated),0,0.1,-8,0.2,2,7,2,-4
O=C(C[C@H]1C=C[C@H](NC(=O)C2CCC2)[C@@H](CO)O1)NCc1ccncc1,3,-0.9,-5,-0.2,-1,3,-3,1
O=C1NC2(CCCCC2)C(=O)N1c1cccc(Cl)c1,0,0.0,.,1.6,3,7,-7,-6
C/C(Cc1ccccc1)=N\NC(=O)CNC(=O)Cc1ccc(Cl)cc1,-5,0.6,-4,0.0,1,-7,.,4
CCn1c(CNC(=O)c2ccc3c(c2)OCO3)nnc1SCC(=O)Nc1ccccc1F,7,0.0,-5,.,2,-3,-8,-2
COc1ccc(OCCCn2ccnc2)cc1,1,0.5,-1,-0.4,0,-7,-3,3
Cc1nn(C)cc1NC(=O)C[C@@H]1CC[C@H]2[C@@H](COc3ccc(NC(=O)C(C)C)cc3C(=O)N2C)O1,.,-0.1,-1,0.0,.,.,-4,.
COc1ccc(CNC(=O)CN2c3ccccc3S(=O)(=O)c3ccccc32)cc1,10,0.3,-4,.,0,-28,7,0
CCc1cc2ccc(OC)cc2nc1SCC(=O)NNC(=O)c1ccco1,-6,0.0,.,.,2,-26,.,-3
O=C(NNc1cc(Cl)ccc1Cl)c1c(F)cccc1Cl,-4,0.4,.,0.4,-3,-6,-3,7
COc1ccc(N2CCN(CC(=O)N3N=CCC3c3ccccc3)CC2)cc1 (configuration not stated),8,0.0,0,.,-3,1,.,1
CC(=O)Nc1ccc(SCCC2CCCCN2C)cc1 (configuration not stated),-5,0.0,5,.,5,-16,-1,-1
CCCCCCCN1C(Nc2ccccc2)=NC[C@@H]1C,-1,0.3,-12,0.0,-2,26,-4,.
CO[C@H](CN(C)S(=O)(=O)c1ccc(C)cc1)[C@@H](C)CN(C(=O)Nc1ccccc1F)[C@H](C)CO,-15,0.1,-2,0.1,0,-12,6,0
CNC[C@@H]1Oc2ccc(NC(=O)Nc3ccc4c(c3)OCO4)cc2CC(=O)N([C@@H](C)CO)C[C@@H]1C,-12,-0.9,7,.,-1,5,-3,-2
Cc1cc(C(=O)Nc2cccc3c2O[C@H](CN(C)Cc2ccc(-c4ccccc4)cc2)[C@@H](C)CN([C@H](C)CO)C3=O)n(C)n1,2,0.4,-4,-0.1,-3,16,5,1
COc1ccc(-c2c([C@H]3[C@H]4C=CC[C@@H](C)[C@@H]4C(=O)N3Cc3ccccc3)ccc3ccccc23)cc1,.,0.0,-6,-0.4,.,.,2,.
O=C(Nc1cccc(Cl)c1)c1cc(N=Nc2ccc([N+](=O)[O-])cc2Cl)ccc1O,-6,0.3,6,0.3,-1,-16,-64,-1
O=C(c1ccccc1F)N1CC(=O)N2[C@@H](CO)[C@H](c3ccc(C#Cc4ccc(F)cc4)cc3)[C@@H]2C1,-3,0.0,.,0.1,7,-13,.,0
Cc1cc(C)n2nc(SCC(=O)c3cc(C)n(CC4CCCO4)c3C)nc2n1 (configuration not stated),0,-0.1,-3,1.5,1,-18,9,3
Cc1c(N2C(=O)/C(=C/c3ccc(N(C)C)cc3)N(C)C2=S)c(=O)n(-c2ccccc2)n1C,-67,0.0,-83,0.4,10,-170,2,6
O=C(C[C@H]1CC[C@H](NC(=O)C2CC2)[C@H](CO)O1)NCC1CC1,-3,0.2,-7,-0.4,-1,-2,-4,-2
COc1cc(Cl)c(CN2CCCC(CO)(Cc3ccccc3F)C2)cc1OC (configuration not stated),-8,0.0,-9,.,4,-57,0,-2
O=C(NC1CCCC1)C1CCCN(S(=O)(=O)c2cccc3cccnc23)C1 (configuration not stated),10,0.0,12,0.0,4,-6,-2,-2
C/C(=N\Nc1nc(C(C)(C)C)cs1)c1ccc(O)cc1,-1,0.1,-12,.,1,-12,12,-3
O=C(NCCc1ccc(Cl)cc1Cl)c1cccnc1,-10,0.4,-14,.,0,-11,1,2
N#Cc1ccc(-n2nnc3ccccc3c2=O)c([N+](=O)[O-])c1,-4,0.8,4,0.4,1,-6,-1,3
O=C(O)CC(NC(=O)Cc1ccccc1)c1cc([N+](=O)[O-])ccc1Cl (configuration not stated),-7,0.7,3,.,1,-12,.,9
O=C(CSc1nc(-c2ccco2)cc(C(F)(F)F)n1)NC1CCCC1,-6,0.1,-6,0.0,14,-22,11,-3
CNC(=O)C1CCN(S(=O)(=O)c2c(C)noc2/C=C/c2cccc(C)c2)CC1,-5,0.0,-19,.,3,-15,-3,-2
CS(=O)(=O)N1CCC(Oc2ccccc2C(=O)N2CCNC(=O)C2)CC1,-21,-0.1,.,.,0,5,.,0
COc1ccc(-c2ccc(C(=O)NCc3ccc(N4CCN(C)CC4)cc3)c3occc23)c(C)c1,0,0.2,-3,1.7,4,35,-11,5
NC(=O)C1(c2ccccc2)CCCN1C(=O)c1ccc(Br)cc1 (configuration not stated),-23,0.2,-4,2.6,0,-17,-7,-9
O=C(CSc1ccc([N+](=O)[O-])cc1)Nc1cccc(S(=O)(=O)N2CCOCC2)c1,2,0.1,0,.,2,-19,7,-2
CC(C)CC(OC(=O)c1ccc(Cl)nc1)C(=O)NC1CCCC1 (configuration not stated),2,0.0,-3,.,0,-2,-1,0
O=S(=O)(c1ccc(Cl)cc1)N1CCN(Cc2cccc(OCCO)c2)CC1,-2,.,.,.,6,16,.,1
O=C(CCN1CCCCC1)N[C@@H]1CC[C@@H](CCn2cc(-c3ccc(F)cc3)nn2)O[C@H]1CO,8,-0.6,2,0.8,-2,2,-11,0
COc1cccc(S(=O)(=O)N(C)C[C@H]2OCc3ccccc3-c3ccccc3C(=O)N([C@@H](C)CO)C[C@H]2C)c1,-2,0.1,-3,-3.2,0,-1,4,-3
COc1ccccc1NC(=O)CS(=O)(=O)c1cn(CC(=O)N(C(C)C)C(C)C)c2ccccc12,1,-0.1,1,0.0,-1,-6,.,-2
CCOC(=O)c1ccccc1NC(=O)C1CC(=O)N(C2CCCCC2)C1 (configuration not stated),-7,0.1,1,0.0,-2,-7,-3,-1
Cc1nc2cc(NCc3cccs3)ccc2n1C,-3,-0.1,-1,0.8,6,0,35,1

Molecules listed so far with an aryl thioether with sulfur outside any ring:
SMILES,S100A4 MyoIIA,XiGFP reactiv,RAD54 branch,E-sel inducer,ERp5 block,RAD52 inh,esBAF inh,ERAP1 HTS inh
COc1ccc(-n2c(Cc3cc(=O)[nH]c(=O)[nH]3)nnc2SCC(=O)NC2CCCC2)cc1,1,0.0,4,1.3,-1,-23,-2,0
CCn1c(CNC(=O)c2ccc3c(c2)OCO3)nnc1SCC(=O)Nc1ccccc1F,7,0.0,-5,.,2,-3,-8,-2
CCc1cc2ccc(OC)cc2nc1SCC(=O)NNC(=O)c1ccco1,-6,0.0,.,.,2,-26,.,-3
CC(=O)Nc1ccc(SCCC2CCCCN2C)cc1 (configuration not stated),-5,0.0,5,.,5,-16,-1,-1
Cc1cc(C)n2nc(SCC(=O)c3cc(C)n(CC4CCCO4)c3C)nc2n1 (configuration not stated),0,-0.1,-3,1.5,1,-18,9,3
O=C(CSc1nc(-c2ccco2)cc(C(F)(F)F)n1)NC1CCCC1,-6,0.1,-6,0.0,14,-22,11,-3
O=C(CSc1ccc([N+](=O)[O-])cc1)Nc1cccc(S(=O)(=O)N2CCOCC2)c1,2,0.1,0,.,2,-19,7,-2

Remaining list, next part.
SMILES,S100A4 MyoIIA,XiGFP reactiv,RAD54 branch,E-sel inducer,ERp5 block,RAD52 inh,esBAF inh,ERAP1 HTS inh
COc1cccc(-c2nc(CS(=O)(=O)CC(=O)NCCc3ccc(C)cc3)c(C)o2)c1,5,0.0,-8,.,-2,-15,-1,-5
C/C=C/c1ccc2c(c1)O[C@@H](CN(C)Cc1ccccc1F)[C@@H](C)CN([C@H](C)CO)S2(=O)=O,3,0.1,-7,-0.2,-5,15,-1,-3
CC1(C)CC(=O)C(C=Nc2ccccc2C(=O)O)=C(O)C1,4,.,0,.,4,-10,-4,-2
CCc1ccc(-c2cc(C(F)(F)F)n3nc(C(=O)Nc4c(C)nn(Cc5ccccc5Cl)c4C)cc3n2)s1,0,.,3,.,-2,-1,-9,1
